Compound activity deposited in PubChem by Broad Institute.
IDH1 mut inh: blocks human IDH1 R132H reductase activity | diaphorase/resazurin fluorescence, 60 min | inhibition, % at 10 µM | AID 624101 | 70,000 compounds, 0.18% hits; in the data active = inhibition above about 34%;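 also: 0% = DMSO and 100% = no enzyme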
PRC2 inh: blocks human EZH2/PRC2 H3K27 methylation | 57,000 compounds, 0.35% hits | DELFIA TRF, 1 h | inhibition, % at 12.5 µM;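 active = mean inhibition of replicates at least 50% and every single replicate also reaching 50%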;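 also: dimethyl H3K27 on biotinylated H3 21-44 peptide detected by antibody; plate controls were median neutral control wells for no effect and median positive control wells for full effect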
Target sequence (Q15910 whole entry, looked up): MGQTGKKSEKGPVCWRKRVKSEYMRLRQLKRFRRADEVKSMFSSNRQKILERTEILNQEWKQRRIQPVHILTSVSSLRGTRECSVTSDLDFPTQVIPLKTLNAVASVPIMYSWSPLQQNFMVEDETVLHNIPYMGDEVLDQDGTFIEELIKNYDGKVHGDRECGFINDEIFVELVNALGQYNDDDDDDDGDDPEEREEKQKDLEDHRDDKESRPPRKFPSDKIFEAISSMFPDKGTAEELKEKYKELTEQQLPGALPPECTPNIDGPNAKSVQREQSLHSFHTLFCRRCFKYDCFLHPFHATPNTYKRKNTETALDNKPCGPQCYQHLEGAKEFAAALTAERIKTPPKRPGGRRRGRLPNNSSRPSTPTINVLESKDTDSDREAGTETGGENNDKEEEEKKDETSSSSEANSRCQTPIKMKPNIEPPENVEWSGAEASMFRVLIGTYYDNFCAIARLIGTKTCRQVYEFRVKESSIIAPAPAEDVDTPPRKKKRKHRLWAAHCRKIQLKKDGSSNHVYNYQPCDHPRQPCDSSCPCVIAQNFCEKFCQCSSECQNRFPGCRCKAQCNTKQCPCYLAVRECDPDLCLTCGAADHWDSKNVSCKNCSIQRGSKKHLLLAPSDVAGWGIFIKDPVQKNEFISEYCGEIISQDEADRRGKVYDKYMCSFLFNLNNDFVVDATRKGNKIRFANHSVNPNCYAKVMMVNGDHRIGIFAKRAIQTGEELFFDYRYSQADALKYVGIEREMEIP
The depositor's hits bear a star; x = no result given. Some of the compounds tested; rates above refer to the full screens.

compound | IDH1 mut inh | PRC2 inh
CCCC(=O)Nc1ccc2c(c1)C(=O)N(C)C[C@H](OC)[C@@H](C)CN(Cc1ccc(-c3ccccn3)cc1)[C@H](C)CO2 | -0.2 | -1.3
COc1cccc(NC(=O)N(C)C[C@H]2Oc3cc(C#Cc4ccncc4)ccc3S(=O)(=O)N([C@@H](C)CO)C[C@@H]2C)c1 | x | -12.7
C[C@@H]1CCCCO[C@@H](CN(C)C(=O)C2CCCCC2)[C@H](C)CN([C@H](C)CO)C(=O)c2cc(NS(=O)(=O)c3ccc(Cl)cc3)ccc2O1 | -0.8 | x
CC(Oc1ccc(Cl)cc1Cl)C(=O)Nc1ccc(Cl)c(-c2nc3ncccc3o2)c1 (centres undefined) | 0.2 | 4.4
CN(C)CC(=O)Nc1ccc2c(c1)[C@H]1C[C@@H](CC(=O)NC3CCCC3)O[C@@H](CO)[C@H]1O2 | -0.3 | 10.5
C[C@@H]1CN([C@H](C)CO)S(=O)(=O)c2ccc(C#Cc3cccc(F)c3)cc2O[C@H]1CN(C)C(=O)CN1CCOCC1 | -1.6 | -30.5
C[C@H](CO)N1C[C@H](C)[C@H](CN(C)C)Oc2cc(C#CC3CC3)ccc2S1(=O)=O | -0.3 | -1.1
O=[N+]([O-])c1cccc(COc2ccc(-c3cnc4ccccc4n3)cc2)c1 | -0.4 | 5.8
O=C(CN1CCOCC1)NCC[C@H]1CC[C@@H](NS(=O)(=O)c2ccc(Cl)cc2)[C@@H](CO)O1 | 0.2 | 0.8
CCCC(=O)Nc1ccc2c(c1)OC[C@H](C)N(Cc1ccccn1)C[C@@H](C)[C@@H](OC)CN(C)C2=O | 0.0 | 2.6
Cn1cc(/C=N/NC(=O)c2ccccn2)c2ccccc21 | 0.1 | -5.3
COc1cccc(S(=O)(=O)Nc2ccc3c(c2)[C@@H]2C[C@H](CC(=O)O)O[C@@H](CO)[C@@H]2O3)c1 | -0.2 | 4.4
Cc1ccc(S(=O)(=O)N[C@@H]2CC[C@@H](CCNC(=O)C3CC3)O[C@@H]2CO)cc1 | 0.5 | -3.9
C[C@H]1CCCCO[C@@H](CN(C)C(=O)C2CCCCC2)[C@@H](C)CN([C@@H](C)CO)C(=O)c2cc(NS(=O)(=O)c3ccccc3)ccc2O1 | -1.1 | x
Cc1ccc(S(=O)(=O)N(C)C[C@@H]2OCCCC[C@H](C)Oc3ccc(NS(=O)(=O)c4ccc(F)cc4)cc3C(=O)N([C@@H](C)CO)C[C@@H]2C)cc1 | -3.2 | x
CN(C)Cc1cn(CC[C@@H]2CC[C@@H](NS(=O)(=O)c3ccc(-c4ccccc4)cc3)[C@H](CO)O2)nn1 | 0.3 | -13.6
COc1ccc(NC(=O)Nc2ccc3c(c2)C(=O)N([C@H](C)CO)C[C@H](C)[C@H](CN(C)C(=O)Nc2ccc(OC)cc2)O3)cc1 | -11.2 | x
CCCNC(=O)C[C@H]1C[C@H]2c3cc(NS(C)(=O)=O)ccc3O[C@H]2[C@H](CO)O1 | -1.2 | -4.7
CO[C@@H]1CN(C)C(=O)c2cc(NS(=O)(=O)c3ccc(C)cc3)ccc2OC[C@H](C)N(C(=O)NC(C)C)C[C@@H]1C | -0.5 | -7.3
COc1cccc(S(=O)(=O)N(C)C[C@@H]2Oc3ncc(-c4cccc(C(=O)N(C)C)c4)cc3C(=O)N([C@H](C)CO)C[C@@H]2C)c1 | 0.3 | -8.8
O=C(COc1ccc(Br)cc1)Nc1cccc(-c2nc3cc(Cl)ccc3o2)c1 | 0.1 | 18.6
O=C(N[C@H]1CC[C@@H](CCNS(=O)(=O)c2ccccc2)O[C@@H]1CO)c1cnccn1 | -0.1 | -12.8
CC(C)NC(=O)N(C)C[C@@H]1Oc2cc(-c3cccnc3)ccc2S(=O)(=O)N([C@H](C)CO)C[C@@H]1C | -3.9 | -1.8
COc1ccc(CN(C)C[C@H]2Oc3c(NS(=O)(=O)c4cccs4)cccc3C(=O)N([C@H](C)CO)C[C@@H]2C)cc1 | -2.5 | x
Cc1noc(C)c1NC(=O)N(C)C[C@H]1OCCCC[C@@H](C)Oc2ccc(NC(=O)Cc3ccccc3)cc2C(=O)N([C@H](C)CO)C[C@@H]1C | -3.4 | x
CC(C)NC(=O)NCC[C@H]1CC[C@H](NS(=O)(=O)c2ccc(-c3ccccc3)cc2)[C@@H](CO)O1 | -0.3 | -9.2
COc1ccc(S(=O)(=O)Nc2ccc3c(c2)C(=O)N([C@@H](C)CO)C[C@@H](C)[C@H](CN(C)C(=O)Nc2ccc(C(F)(F)F)cc2)OCCCC[C@@H](C)O3)cc1 | 0.0 | x
COc1ccc(S(=O)(=O)N(C)C[C@H]2OCCCC[C@@H](C)Oc3ccc(NC(=O)CCCN(C)C)cc3C(=O)N([C@@H](C)CO)C[C@@H]2C)cc1 | -0.2 | x
Cc1sc2ncn(CC(=O)Nc3ccc(F)c(Cl)c3)c(=O)c2c1C | -0.1 | -8.0
C[C@H](CO)N1C[C@H](C)[C@@H](CN(C)C(=O)C2CCCCC2)Oc2cc(C#CCN(C)C)ccc2S1(=O)=O | x | -8.6

Reformatted: four of the compounds above.
CN(C)Cc1cn(CC[C@@H]2CC[C@@H](NS(=O)(=O)c3ccc(-c4ccccc4)cc3)[C@H](CO)O2)nn1
- IDH1 mut inh = 0.3
- PRC2 inh = -13.6
COc1ccc(NC(=O)Nc2ccc3c(c2)C(=O)N([C@H](C)CO)C[C@H](C)[C@H](CN(C)C(=O)Nc2ccc(OC)cc2)O3)cc1
- IDH1 mut inh = -11.2
- PRC2 inh = x
CCCNC(=O)C[C@H]1C[C@H]2c3cc(NS(C)(=O)=O)ccc3O[C@H]2[C@H](CO)O1
- IDH1 mut inh = -1.2
- PRC2 inh = -4.7
CO[C@@H]1CN(C)C(=O)c2cc(NS(=O)(=O)c3ccc(C)cc3)ccc2OC[C@H](C)N(C(=O)NC(C)C)C[C@@H]1C
- IDH1 mut inh = -0.5
- PRC2 inh = -7.3

Next part
compound | IDH1 mut inh | PRC2 inh
Cc1noc(C)c1NC(=O)Nc1ccc2c(c1)C(=O)N([C@H](C)CO)C[C@@H](C)[C@H](CN(C)Cc1ccccc1)O2 | -2.3 | 15.0
COCC(=O)Nc1ccc2c(c1)[C@H]1C[C@@H](CC(=O)N3CCN(C)CC3)O[C@@H](CO)[C@H]1O2 | -0.1 | 41.2
COc1ccc([N+](=O)[O-])cc1NC(=O)CN(c1ccc(Cl)cc1C)S(C)(=O)=O | -0.1 | -7.3
COCCNc1ncnc2c1oc1ccccc12 | 0.3 | -9.8
C[C@@H]1CN([C@H](C)CO)C(=O)Cc2cc(NC(=O)CCC(F)(F)F)ccc2O[C@H]1CN(C)S(=O)(=O)c1ccc(Cl)cc1 | 0.3 | -2.1
CCC(=O)N[C@@H]1CC[C@@H](CCNS(=O)(=O)c2ccc(Cl)cc2)O[C@@H]1CO | -0.1 | 8.1
Cc1noc(C)c1NC(=O)NCC[C@@H]1CC[C@@H](NC(=O)Nc2cccc(Cl)c2)[C@@H](CO)O1 | 0.0 | 2.3
C[C@@H]1CN([C@@H](C)CO)C(=O)c2cc(NS(=O)(=O)c3cn(C)cn3)ccc2O[C@@H]1CN(C)Cc1ccc(C(=O)O)cc1 | -0.6 | x
C[C@@H]1CN([C@@H](C)CO)C(=O)c2cc(NC(=O)Cn3cnnn3)ccc2O[C@@H]1CN(C)CC1CC1 | x | -4.0
Cc1c(C(=O)Nc2nnc(SCc3ccccc3F)s2)oc2ccccc12 | 0.3 | 45.5
CCCCCC[C@@H]([C@@H](C)O)n1cnc2c(N)ncnc21 | 0.8 | 19.4
O=C(CC1CC1)Nc1ccc2c(c1)[C@@H]1C[C@@H](CC(=O)NC3CCCCC3)O[C@H](CO)[C@@H]1O2 | 0.0 | 17.4
COc1ccc(S(=O)(=O)N(C)C[C@@H]2Oc3c(NC(=O)C4CCCCC4)cccc3C(=O)N([C@H](C)CO)C[C@H]2C)cc1 | x | 7.5
C[C@@H]1CN([C@@H](C)CO)C(=O)c2cc(NC(=O)c3ccncc3)ccc2O[C@H]1CN(C)Cc1ccc(Oc2ccccc2)cc1 | 0.2 | 15.8
CNC[C@H]1Oc2ccc(NS(=O)(=O)c3ccc(F)cc3)cc2CC(=O)N([C@H](C)CO)C[C@@H]1C | 0.9 | x
C[C@@H]1CN([C@@H](C)CO)C(=O)c2cc(C#Cc3ccncc3)cnc2O[C@@H]1CN(C)S(=O)(=O)c1ccccc1F | 10.5 | -6.4
COc1cc2c(cc1OC)CN(C(=O)[C@@H]1[C@H]3C(=O)O[C@H](c4ccccc4)[C@H](c4ccccc4)N3[C@H](c3ccc(OCCO)cc3)[C@@]13C(=O)Nc1ccccc13)CC2 | x | -17.3
CCC(=O)N(C)C[C@H]1Oc2ncc(C#Cc3ccc(OC)cc3)cc2C(=O)N([C@H](C)CO)C[C@H]1C | -0.4 | x
O=C(C[C@H]1C[C@@H]2c3cc(NC(=O)C4CCC4)ccc3O[C@@H]2[C@H](CO)O1)NCc1ccncc1 | -0.1 | 1.7
COCC#Cc1cnc2c(c1)C(=O)N([C@@H](C)CO)C[C@@H](C)[C@H](CN(C)C(=O)c1ccc(F)cc1)O2 | -2.7 | 9.4
COC1=CC(=O)CC(C)C12Oc1cc(OC)cc(O)c1C2=O (centres undefined) | -0.3 | -0.1
COCC(=O)N1C[C@H](C)[C@H](OC)CN(C)C(=O)c2ccc(NS(C)(=O)=O)cc2OC[C@H]1C | 0.2 | 0.9
COC(=O)c1ccc(NC(=O)CN2CCC(C(N)=O)(N3CCCCC3)CC2)cc1 | 0.4 | 2.3
O=C(C[C@H]1C[C@H]2c3cc(NC(=O)Nc4ccccc4)ccc3O[C@H]2[C@@H](CO)O1)NCc1ccccn1 | 0.7 | 5.1
CC(C)NC(=O)Nc1ccc2c(c1)C(=O)N([C@H](C)CO)C[C@@H](C)[C@H](CN(C)Cc1ccncc1)OCCCC[C@@H](C)O2 | x | -13.2
C[C@H]1CN([C@@H](C)CO)S(=O)(=O)c2ccc(-c3ccc(F)cc3)cc2O[C@@H]1CN(C)C | -0.8 | 2.1
CC(C)NC(=O)Nc1ccc2c(c1)CC(=O)N([C@@H](C)CO)C[C@H](C)[C@H](CN(C)Cc1ccc(C(=O)Nc3ccccc3N)cc1)O2 | 0.0 | 9.0
O=C(NCC[C@H]1CC[C@H](NS(=O)(=O)c2ccc(F)cc2)[C@@H](CO)O1)Nc1ccc(Cl)cc1 | -0.2 | 0.3
CC(C)(C)C(=O)Nc1nc(NC(=O)C(C)(C)C)nc(-c2ccccc2Cl)n1 | -0.6 | -7.5
CO[C@@H]1CN(C)C(=O)c2cc(NS(=O)(=O)c3ccccc3)ccc2OC[C@@H](C)N(Cc2ccccn2)C[C@H]1C | 0.2 | -7.4
C[C@@H]1CCCCO[C@@H](CN(C)Cc2ccc(C(=O)O)cc2)[C@H](C)CN([C@@H](C)CO)C(=O)c2cc(NC(=O)c3ccncc3)ccc2O1 | 0.4 | x
Cc1coc(C)c1C(=O)CC1(O)C(=O)N(Cc2ccccc2)c2ccccc21 (centres undefined) | -0.2 | 4.2
CC(=O)c1cccc(NC(=O)C(Cc2ccccc2)N2C(=O)c3ccccc3C2=O)c1 (centres undefined) | 0.0 | 15.2
CCCNC(=O)Nc1ccc2c(c1)C(=O)N(C)C[C@@H](OC)[C@@H](C)CN(Cc1cccnc1)[C@H](C)CO2 | -0.4 | -6.5
Cc1cccc(CN(C)C[C@@H]2Oc3ncc(C#CCN(C)C)cc3C(=O)N([C@H](C)CO)C[C@@H]2C)c1 | 0.0 | 7.9
COCC(=O)Nc1ccc2c(c1)OC[C@@H](C)N(C(=O)NC(C)C)C[C@@H](C)[C@@H](OC)CN(C)C2=O | 25.2 | 4.2
C[C@@H]1CCCCO[C@H](CN(C)S(=O)(=O)c2ccc(F)cc2)[C@@H](C)CN([C@H](C)CO)C(=O)c2cc(NC(=O)c3ccncc3)ccc2O1 | 1.0 | x
CCC(=O)N(C)C[C@H]1Oc2cc(C3=CCCC3)ccc2S(=O)(=O)N([C@@H](C)CO)C[C@H]1C | x | 1.1
C[C@@H]1CCCCO[C@@H](CN(C)C(=O)Nc2ccc(F)cc2)[C@@H](C)CN([C@H](C)CO)C(=O)c2cc(NC(=O)Nc3cccc4ccccc34)ccc2O1 | 0.8 | x
Cc1nnc(SCC(=O)c2c(C)[nH]c3ccccc23)s1 | -0.1 | -21.8
CC(C)NC(=O)Nc1ccc2c(c1)C(=O)N([C@H](C)CO)C[C@H](C)[C@@H](CN(C)S(=O)(=O)c1cccs1)OCCCC[C@@H](C)O2 | -0.2 | x
COC(=O)c1ccccc1NC(=O)c1ccc(F)cc1 | -2.3 | 0.6
CCc1ccc2[nH]c3nc(C)cc(C)c3c(=O)c2c1 | -0.3 | 1.5
C[C@H]1CN([C@@H](C)CO)C(=O)c2cccc(NS(=O)(=O)c3ccc(F)cc3)c2O[C@@H]1CN(C)S(=O)(=O)c1ccc(Cl)cc1 | 1.6 | x
COCC(=O)Nc1ccc2c(c1)OC[C@@H](C)N(Cc1cc(-c3ccccc3)on1)C[C@@H](C)[C@H](OC)CN(C)C2=O | -0.2 | -3.8
C[C@@H]1CN([C@H](C)CO)C(=O)Cc2cc(NS(=O)(=O)c3cccs3)ccc2O[C@H]1CN(C)C | -0.1 | 12.0
O=C(Nc1ccc(Oc2ccccc2)cc1)C1CC(=O)n2ncnc2N1 (centres undefined) | 0.2 | -15.3
O=C(N[C@H]1CC[C@@H](CCn2cc(C3(O)CCCC3)nn2)O[C@@H]1CO)C1CCCC1 | -0.1 | -6.6
C[C@H]1CN([C@@H](C)CO)C(=O)c2cccc(N(C)C)c2O[C@@H]1CN(C)Cc1ccc2c(c1)OCO2 | -0.4 | 2.0
Nc1nc(SCC(=O)Nc2ccc(Br)cc2Cl)n[nH]1 | -0.2 | 3.3
C[C@H](CO)N1C[C@H](C)[C@@H](CN(C)C(=O)NC2CCCCC2)Oc2ccc(N(C)C)cc2CC1=O | -0.4 | 6.6
